RPL19A-GFP yeast – modulators of TOR pathway RPL19A-GFP in S. cerevisiae. percent response vs DMSO, % at 10 µM. S. cerevisiae RPL19A-GFP strain, flow cytometry, 3 h; active compounds read low. actives 0.3% (n = 330,000);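 active = percent response vs DMSO below 50%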;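 note: median channel GFP fluorescence of the barcoded RPL19A-GFP strain; ratio of sample median GFP to plate DMSO average so 100% = DMSO; lower means less RPL19A-GFP as with rapamycin TOR inhibition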
LAP4-GFP MLPCN – modulators of TOR pathway LAP4-GFP in S. cerevisiae; S. cerevisiae LAP4-GFP multiplex, flow cytometry GFP, 3 h; median GFP as percent of DMSO wells; GFP response vs DMSO, % at 10 µM; actives 0.34% (n = 320,000); AID 2023;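 active = GFP response vs DMSO above a set limit, about the screen mean plus 3 SD, cut at about 150% in these data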
CR mimetic SO – caloric restriction mimetics inhibiting age-related superoxide in yeast; S. cerevisiae aged cells, superoxide DHE fluorescence; active compounds read low; superoxide response (% of plate mean), % at 10 µM; actives 0.18% (n = 330,000); AID 2690;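 active = superoxide response under a set limit, about three screen SD below normal, cut at about 65% in these data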;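 note: yeast aged for seven days with compound at 30 °C before DHE staining; 100% = average MFI of all compound-treated wells on the plate with controls excluded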
AHR activator – activates the human aryl hydrocarbon receptor; actives 2.5% (n = 320,000); AHR-responsive luciferase reporter cells, luminescence; AID 2796; activation, % at 5 µM; in the data active = activation above about 47%;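 note: 0% = vehicle wells and 100% = reference agonist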
MEP2-GFP yeast – yeast TOR pathway MEP2-GFP modulation | S. cerevisiae MEP2-GFP strain, flow cytometry GFP, 3 h; 100% = DMSO control level | GFP response vs DMSO, % at 10 µM | actives 0.51% (n = 330,000) | AID 2016;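 active = GFP response versus DMSO above a set limit, roughly screen mean plus 3 SD, cut at about 180% in these data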;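 note: median GFP fluorescence of the barcode-gated MEP2-GFP cells per well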
JMJD2C inh – blocks human GASC-1 demethylase activity; GST-JMJD2C(1-420) H3K9me3 demethylation, DELFIA europium; inhibition, % at 2.35 µM; actives 0.069% (n = 330,000);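 active = more than half of a compound's replicate wells show inhibition beyond 50%, single wells judged on their own value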;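 note: signal counts dimethyl H3K9 product captured on neutravidin plate; 0% = median of DMSO wells and 100% = 0.3 times that DMSO median; strong numbers were not always called active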
procasp7 counter – counter-screen for procaspase-3 activators: activators of human procaspase-7; P55210; recombinant procaspase-7, Ac-DEVD-pNA absorbance 405 nm; D23A/D198A/D206A triple mutant, cannot self-cleave; scale: DMSO 0, 5 µM enzyme 100; activation, % at 8.5 µM; actives 0.093% (n = 330,000);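 active = percent activation above the screen-wide mean plus 3 SD, cut at about 25% in these data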
Target sequence (P55210 whole entry D23A/D198A/D206A): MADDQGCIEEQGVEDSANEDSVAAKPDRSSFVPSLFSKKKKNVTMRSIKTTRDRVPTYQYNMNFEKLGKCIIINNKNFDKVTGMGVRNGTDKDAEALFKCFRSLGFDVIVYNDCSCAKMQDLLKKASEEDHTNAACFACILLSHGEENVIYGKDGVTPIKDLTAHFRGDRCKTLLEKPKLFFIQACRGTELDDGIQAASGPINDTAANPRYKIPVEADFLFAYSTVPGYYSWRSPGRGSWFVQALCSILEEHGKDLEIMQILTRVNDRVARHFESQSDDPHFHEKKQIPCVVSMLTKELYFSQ
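Assay system: Uncleavable procaspase-7 mutant enzyme; Input: 2 µM procaspase-7 mutant as dispensed; Also added: DEVD-pNA substrate; Medium: Zinc-free HEPES pH 7.4 with 300 mM NaCl, 0.01% Triton X-100; Timing: 1 h compound preincubation, 2 h substrate cleavage, 25 °C; Measured by: Epi-absorbance of released pNA at 405 nm, two timepoints.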
proCasp3 act – activators of human procaspase-3; P42574; recombinant procaspase-3 D3A, Ac-DEVD-pNA absorbance 405 nm; activation, % at 8.5 µM; actives 0.11% (n = 330,000);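 active = activation above the mean of all tested compounds plus 3 SD, cut at about 21% in these data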;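 note: 0% = DMSO alone and 100% = DMSO wells spiked with extra 5 µM PC-3 D3A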
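Test system: Procaspase-3 D3A mutant; medium: Zinc-free HEPES/NaCl buffer with 0.01% Triton X-100 at pH 7.4; reagent: DEVD-pNA substrate; doses: one concentration, 8.5 µM nominal, 0.8% DMSO; times: 1 h preincubation plus 2 h reaction at 25 °C; signal: Epi-absorbance at 405 nm of released p-nitroaniline, 0 and 120 min; replicates: singlicate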
* marks the source's active call; other numbers are inactive results; . = not tested or not shown. Outcome played no part in choosing rows; about 3.8% have a hit in one of these screens.

Labels used below: A = RPL19A-GFP yeast; B = LAP4-GFP MLPCN; C = CR mimetic SO; D = AHR activator; E = MEP2-GFP yeast; F = JMJD2C inh; G = procasp7 counter; H = proCasp3 act
1	CC(=O)c1cccc(NC(=O)Nc2ccc(C(=O)N3CCCC3)cc2)c1
  A: 91	B: 84	C: 97	D: 3	E: 96	F: 9	G: 0	H: -8

2	Cc1cccc(-c2nc(=S)c3c(n2Cc2ccco2)CCCC3)c1
  A: 102	B: 102	C: 89	D: 2	E: 91	F: 5	G: -6	H: -8

3	CCc1ccccc1Oc1coc2cc(O)ccc2c1=O
  A: 98	B: 101	C: 108	D: 1	E: 99	F: -16	G: 9	H: 4

4	COc1ccc(CNC(=O)COC(=O)CNC(=O)c2sc3ccccc3c2Cl)cc1OC
  A: 100	B: 99	C: 121	D: -1	E: 106	F: .	G: 9	H: 0

5	COc1ccc(CC(=O)NC2CCCCCC2)c(OC)c1
  A: 102	B: 95	C: 105	D: 1	E: 102	F: 16	G: 10	H: 9

6	O=C(NCCCn1ccnc1)c1c(F)cccc1F
  A: 105	B: 99	C: 100	D: 4	E: 102	F: -1	G: 4	H: -4

7	C=CCn1c(-c2ccccc2OCC)n[nH]c1=S
  A: 93	B: 100	C: 102	D: 41	E: 95	F: 6	G: -2	H: -5

8	OC1CCCN(CC(O)COC(c2ccccc2)c2ccccc2)C1 (stereo unspecified)
  A: 100	B: 106	C: 96	D: 4	E: 95	F: 10	G: 0	H: -5

9	COc1cc(NC(=O)CC(C)S(=O)(=O)c2cc3c(cc2C)NC(=O)CO3)cc(OC)c1OC (stereo unspecified)
  A: 99	B: 100	C: 86	D: 1	E: 106	F: 29	G: -5	H: 2

Nothing new here: entries from further up.
Labels used below: A = RPL19A-GFP yeast; B = LAP4-GFP MLPCN; C = CR mimetic SO; D = AHR activator; E = MEP2-GFP yeast; F = JMJD2C inh; G = procasp7 counter; H = proCasp3 act
3	CCc1ccccc1Oc1coc2cc(O)ccc2c1=O
  A: 98	B: 101	C: 108	D: 1	E: 99	F: -16	G: 9	H: 4

4	COc1ccc(CNC(=O)COC(=O)CNC(=O)c2sc3ccccc3c2Cl)cc1OC
  A: 100	B: 99	C: 121	D: -1	E: 106	F: .	G: 9	H: 0

5	COc1ccc(CC(=O)NC2CCCCCC2)c(OC)c1
  A: 102	B: 95	C: 105	D: 1	E: 102	F: 16	G: 10	H: 9

6	O=C(NCCCn1ccnc1)c1c(F)cccc1F
  A: 105	B: 99	C: 100	D: 4	E: 102	F: -1	G: 4	H: -4

7	C=CCn1c(-c2ccccc2OCC)n[nH]c1=S
  A: 93	B: 100	C: 102	D: 41	E: 95	F: 6	G: -2	H: -5

8	OC1CCCN(CC(O)COC(c2ccccc2)c2ccccc2)C1 (stereo unspecified)
  A: 100	B: 106	C: 96	D: 4	E: 95	F: 10	G: 0	H: -5

9	COc1cc(NC(=O)CC(C)S(=O)(=O)c2cc3c(cc2C)NC(=O)CO3)cc(OC)c1OC (stereo unspecified)
  A: 99	B: 100	C: 86	D: 1	E: 106	F: 29	G: -5	H: 2

Screening results (PubChem BioAssay)
